# E-sel inducer – E-selectin induction on HUVECs; HUVEC E-selectin immunofluorescence imaging; normalized: neutral wells 0, TNF-alpha wells 100; actives 0.37% (n = 260,000); P16581; activation, % at 7.58 µM;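 active = mean E-selectin-positive cell signal at least 10% of the positive control, reached in at least 60% of replicates, without over 20% cell loss; inconclusive = no rule given, readout overlaps actives, possibly toxicity-flagged; inactive = the rest, including those meeting only one limit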;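 also: in these data hits start at about 27%; measured in HUVEC primary endothelial cells; signal is the percent of cells scored E-selectin positive by PE staining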
# Target sequence (P16581 whole entry, looked up): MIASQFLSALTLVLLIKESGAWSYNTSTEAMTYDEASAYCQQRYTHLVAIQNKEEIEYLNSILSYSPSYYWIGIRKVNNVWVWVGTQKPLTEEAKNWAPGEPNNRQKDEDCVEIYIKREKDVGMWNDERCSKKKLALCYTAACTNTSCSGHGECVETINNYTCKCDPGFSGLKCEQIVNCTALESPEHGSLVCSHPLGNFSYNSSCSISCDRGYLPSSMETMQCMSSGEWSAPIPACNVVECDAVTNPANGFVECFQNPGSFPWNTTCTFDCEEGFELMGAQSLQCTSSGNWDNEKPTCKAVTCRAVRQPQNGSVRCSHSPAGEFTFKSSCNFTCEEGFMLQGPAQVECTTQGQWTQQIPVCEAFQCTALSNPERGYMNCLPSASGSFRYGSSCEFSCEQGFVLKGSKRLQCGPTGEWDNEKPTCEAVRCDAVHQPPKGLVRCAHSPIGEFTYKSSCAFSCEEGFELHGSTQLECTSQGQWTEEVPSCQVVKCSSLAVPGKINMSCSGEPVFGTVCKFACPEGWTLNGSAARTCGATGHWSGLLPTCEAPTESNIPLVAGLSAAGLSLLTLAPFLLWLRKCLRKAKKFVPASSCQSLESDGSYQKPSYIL
#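 Read-out basis: % PE-positive cells; Test system: HUVEC primary endothelial cells; Technique: immunofluorescence imaging; Dosing: single-point compound dose.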
# ERp5 block – inhibitors of human ERp5 | Q15084 | ERp5 insulin aggregation, absorbance 650 nm, 90 min | inhibition, % at 9.99 µM | actives 0.05% (n = 350,000) | AID 651711;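 active = mean replicate inhibition above about 25%, with every replicate also reaching it, limit read from the data, passing the limit was not always enough; inconclusive = only one of those two criteria met; inactive = neither criterion met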
# S100A4 MyoIIA – blocks human S100A4 binding to myosin IIA peptide; S100A4/TAMRA-MyoIIA peptide fluorescence polarization; inhibition, % at 10.7 µM; actives 0.14% (n = 360,000); AID 652163;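 active = mean inhibition of at least 70% across replicates, with every replicate also reaching that level; inconclusive = mean inhibition reaches 70% but some replicates fall short; inactive = mean inhibition below 70%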
# Target sequence (P26447 whole entry, looked up): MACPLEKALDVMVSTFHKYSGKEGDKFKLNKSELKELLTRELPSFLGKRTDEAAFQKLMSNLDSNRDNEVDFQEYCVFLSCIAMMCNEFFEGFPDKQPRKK
#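 Compound dosing: one dose per compound; test system: human S100A4 monomer with TAMRA-labelled myosin IIA peptide; probe or stimulus: TAMRA-labelled myosin IIA heavy-chain peptide probe, 5 nM; medium: HEPES buffer with Ca2+, pH 7.2; schedule: 5 min incubation before reading; benchmarks: neutral control DMSO, positive control TFP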
# DENV2 CPE – protects cells from dengue virus 2 cytopathic effect. DENV2-infected cells, cytopathic effect rescue, plate reader. AID 651640. CPE inhibition, % at 9.99 µM. actives 1.7% (n = 350,000); in the data active = CPE inhibition above about 20%, passing the limit was not always enough; inconclusive = no clear call, values can overlap the other calls; tested in BHK-21 cells;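 also: 0% = median of neutral control wells and 100% = median of positive control wells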
# C2C12 statin – protects C2C12 myotubes from simvastatin toxicity. ATP luminescence, 48 h; scaled: DMSO 0, geranylgeraniol control 100. rescue of ATP level, % at 7.49 µM. actives 0.78% (n = 330,000). AID 602340;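 active = mean ATP rescue above about 67%, or every replicate alone reaching that limit, limit read from the data, passing the limit was not always enough; inconclusive = no clear call, values can overlap the other calls; inactive = mean under the limit and some replicate under it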;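 also: myotubes were challenged with 10 µM simvastatin during compound exposure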
# PglD inh – PglD (C. jejuni) enzyme inhibition. purified PglD enzyme, DTNB colorimetric CoA detection. inhibition, % at 12.5 µM. actives 0.098% (n = 360,000); in the data active = inhibition above about 16%, passing the limit was not always enough; inconclusive = no clear call, values can overlap the other calls; also: strong numbers were not always called active
# SIRT5 block – blocks human SIRT5 desuccinylation of peptide. actives 1.1% (n = 330,000). Purified SirT5, succinyl-peptide AMC, trypsin-coupled fluorescence. Q9NXA8. inhibition, % at 15 µM; in the data active = inhibition above about 15%; inconclusive = no clear call, values can overlap the other calls
# Target sequence (Q9NXA8 whole entry, looked up): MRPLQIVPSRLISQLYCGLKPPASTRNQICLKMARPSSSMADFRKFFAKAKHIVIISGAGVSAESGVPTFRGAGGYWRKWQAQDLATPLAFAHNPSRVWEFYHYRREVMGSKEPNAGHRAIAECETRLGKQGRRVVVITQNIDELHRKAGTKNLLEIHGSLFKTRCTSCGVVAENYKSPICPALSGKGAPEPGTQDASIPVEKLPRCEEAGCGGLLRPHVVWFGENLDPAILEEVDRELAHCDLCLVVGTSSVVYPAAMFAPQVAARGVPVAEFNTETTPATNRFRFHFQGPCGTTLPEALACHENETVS
# * = called active by the depositor; ? = inconclusive; . = not tested or not shown. An excerpt; rates above refer to the full screens.
# Value order: E-sel inducer, ERp5 block, S100A4 MyoIIA, DENV2 CPE, C2C12 statin, PglD inh, SIRT5 block
O=C(NCC1CCCN(Cc2ccccc2F)C1)c1cccc(C(F)(F)F)c1 (stereo not given)
  ., -7, 10, 0, ., ., -2
CN(C)C(=O)c1ccc(-c2ccc([C@H]3[C@@H](CO)N4C(=O)CN(C(=O)C5CCCC5)C[C@H]34)cc2)cc1
  0.0, -2, 3, -19, ., ., -5
O=C(O)/C=C\C(=O)Nc1ccccc1N1CCN(c2ccccc2)CC1
  ., 1, -3, 1, 3, 4, .
CCOC(=O)c1sc(=S)n(-c2ccc(OC)cc2)c1C
  ., 2, -5, 4, ., 2, -2
O=C1CN(C(=O)COC(=O)c2ccco2)c2ccccc2N1
  ., 15, -2, 20, -1, 6, 1
CC1=C(C(=O)OCc2ccccc2)C(c2cccc([N+](=O)[O-])c2)NC(=O)N1 (stereo not given)
  0.0, -5, -4, ?, 9, 2, -4
CN(C)C(CNC(=O)c1c(F)cccc1Cl)c1ccco1 (stereo not given)
  ., 2, -4, 21*, -7, 2, 9
CCC(=O)N1C[C@H](C)[C@H](OC)CN(C)C(=O)c2cc(NC(=O)C3CC3)ccc2OC[C@@H]1C
  1.4, 0, -10, 8, -6, -2, -4
COc1cc(-c2ccc(N3C(c4ccsc4)=Cc4ccc(F)cc4C3c3c[nH]c4ccc(C#N)cc34)cc2)cc(OC)c1OC (stereo not given)
  0.3, -1, 4, ?, ., ., 3
O=S(=O)(c1ccccc1)N(CC(O)COc1ccccc1)c1ccccc1 (stereo not given)
  4.3, -4, -1, ., 37, -6, -1
CC(=O)Nc1ccc(NS(=O)(=O)c2ccc(OC(C)C(=O)N3CCOCC3)cc2)cc1 (stereo not given)
  -1.1, 5, 4, -1, 3, -2, -1
COc1cccc2cc(C(=O)Nc3ccccc3Cl)/c(=N/NS(=O)(=O)c3ccccc3)oc12
  -0.1, 6, -1, 3, 6, 1, -9
O=C(NCc1ccccc1)[C@H]1C[C@@H]1[C@H](NP(=O)(c1ccccc1)c1ccccc1)c1ccccc1
  -0.2, 1, 14, -5, 2, -2, 0
C[C@@H]1CN([C@@H](C)CO)C(=O)c2cc(N(C)C)ccc2O[C@H]1CN(C)Cc1ccc(C(=O)O)cc1
  17, 4, -7, -5, 27, 0, -2
O=C(CSc1ccccn1)Nc1cccc(S(=O)(=O)N2CCCC2)c1
  ., -2, -1, 0, -1, 4, 0
CC(=O)c1cc(C#N)c(SCCC(C)C)nc1C
  ., -3, 1, -7, -11, -2, -4
COCCCNC(=O)CNC(=O)c1nn(-c2ccc(OC)cc2OC)c(=O)c2ccccc12
  ?, -1, 1, 3, ., ., -6
Cn1cc(C(=O)N/N=C/c2cccc([N+](=O)[O-])c2)c2ccccc21
  ., 5, 5, -2, ., 4, 0
CC1CCN(C(=O)COC(=O)c2cc(Cl)c3c(c2)OCO3)CC1
  0.2, 2, -12, -4, 6, -2, -7
Cc1ccc(S(=O)(=O)N(C)C[C@@H]2Oc3c(NC(=O)c4nc5ccccc5s4)cccc3C(=O)N([C@H](C)CO)C[C@H]2C)cc1
  3.2, -3, -5, -9, 10, 2, -2
CC(C)(C)[S@@](=O)N1Cc2cc(C(=O)N3CCc4ccccc4C3)nc(-c3cccc(-c4cncnc4)c3)c2[C@H]1CCO
  0.2, 4, -4, -4, -3, 11, .
COc1ccc(-c2c(C#Cc3ccsc3)c3cc(Br)ccc3n2C)cc1
  1.7, ., ., ., -11, 2, .
CCOC(=O)C1=C(C)NC(=O)CC1c1ccccc1OC (stereo not given)
  7.8, -6, 8, 10, ., ., -4
COc1ccc(NC(=O)c2ccc(NC(=O)COC(=O)c3cnc(C)cn3)cc2)cc1
  ., -2, 0, -4, -9, 1, -1
COc1ccc(-c2sc3cc(OC)c(OC)cc3c2C#CCO)cc1
  5.4, 3, 0, 2, -9, -5, -1
C[C@H](CO)N1C[C@H](C)[C@H](CN(C)C(=O)Nc2cccc3ccccc23)Oc2c(NS(=O)(=O)c3ccc(F)cc3)cccc2C1=O
  -0.1, 5, -8, 10, -52, 0, 1
COc1ccc(C(C(=O)NC2CCCC2)N(CCC(C)C)C(=O)CCC(=O)Nc2cc(C)on2)cc1 (stereo not given)
  0.0, 1, -1, 6, -6, -3, .
Cc1nn(C(C)C(=O)NCCc2cccs2)c(=O)c2nn(-c3ccccc3)c(C)c12 (stereo not given)
  -0.3, ., 0, ?, 10, 0, -1
Cc1noc(C)c1NC(=O)N(C)C[C@@H]1Oc2c(NC(=O)CCCCCC(=O)Nc3ccccc3N)cccc2C(=O)N([C@@H](C)CO)C[C@@H]1C
  0.1, ., 24, 0, ., ., .
Cc1ccc(OCC(=O)N2CCc3ccccc3C2)c(Br)c1
  0.2, -3, -11, -1, -8, -2, -1

# One compound at a time, as listed above:
# Entry for CC1=C(C(=O)OCc2ccccc2)C(c2cccc([N+](=O)[O-])c2)NC(=O)N1 (stereo not given) → E-sel inducer = 0.0; ERp5 block = -5; S100A4 MyoIIA = -4; DENV2 CPE = ?; C2C12 statin = 9; PglD inh = 2; SIRT5 block = -4
# Entry for COc1ccc(C(C(=O)NC2CCCC2)N(CCC(C)C)C(=O)CCC(=O)Nc2cc(C)on2)cc1 (stereo not given) → E-sel inducer = 0.0; ERp5 block = 1; S100A4 MyoIIA = -1; DENV2 CPE = 6; C2C12 statin = -6; PglD inh = -3; SIRT5 block = .
# Entry for COc1ccc(-c2sc3cc(OC)c(OC)cc3c2C#CCO)cc1 → E-sel inducer = 5.4; ERp5 block = 3; S100A4 MyoIIA = 0; DENV2 CPE = 2; C2C12 statin = -9; PglD inh = -5; SIRT5 block = -1

# Three compounds out of the list, arranged by molar mass, ascending:
# Value order: E-sel inducer, ERp5 block, S100A4 MyoIIA, DENV2 CPE, C2C12 statin, PglD inh, SIRT5 block
CC1=C(C(=O)OCc2ccccc2)C(c2cccc([N+](=O)[O-])c2)NC(=O)N1 (stereo not given)
  0.0, -5, -4, ?, 9, 2, -4
C[C@H](CO)N1C[C@H](C)[C@H](CN(C)C(=O)Nc2cccc3ccccc23)Oc2c(NS(=O)(=O)c3ccc(F)cc3)cccc2C1=O
  -0.1, 5, -8, 10, -52, 0, 1
Cc1noc(C)c1NC(=O)N(C)C[C@@H]1Oc2c(NC(=O)CCCCCC(=O)Nc3ccccc3N)cccc2C(=O)N([C@@H](C)CO)C[C@@H]1C
  0.1, ., 24, 0, ., ., .

# The list goes on.
# Letters – A = E-sel inducer; B = ERp5 block; C = S100A4 MyoIIA; D = DENV2 CPE; E = C2C12 statin; F = PglD inh; G = SIRT5 block
SMILES: COc1ccc(NC(=O)N(C)C[C@@H]2Oc3ncc(C#CCC(C)C)cc3C(=O)N([C@@H](C)CO)C[C@@H]2C)cc1
  A = 0.0 | B = -9 | C = -46 | D = ? | E = 13 | F = 2 | G = 6
SMILES: Cc1nc2cc(-c3cccc(F)c3)nn2c(C)c1CCC(=O)N1CCN(c2ccccn2)CC1
  A = 1.4 | B = 2 | C = 14 | D = ? | E = . | F = 3 | G = 3
SMILES: C[C@@H]1CN([C@@H](C)CO)C(=O)Cc2cc(NS(C)(=O)=O)ccc2O[C@H]1CN(C)Cc1ccc(-c2ccccc2)cc1
  A = -1.0 | B = -3 | C = -9 | D = 1 | E = -4 | F = -4 | G = 1
SMILES: CN(C)C(=O)C[C@H]1CC[C@@H]2[C@H](COC[C@H](O)CN2Cc2ccc(C(F)(F)F)cc2)O1
  A = 0.1 | B = . | C = . | D = 9 | E = -9 | F = -2 | G = .
SMILES: C[C@@H]1CN([C@@H](C)CO)C(=O)Cc2cc(NC(=O)C3CCCCC3)ccc2O[C@H]1CN(C)S(=O)(=O)c1ccc(Cl)cc1
  A = -0.5 | B = 2 | C = -11 | D = 4 | E = -6 | F = 11 | G = 11
SMILES: C[C@@H]1CN([C@@H](C)CO)C(=O)c2cc(N(C)C)ccc2O[C@H]1CN(C)Cc1ccc(C(=O)Nc2ccccc2N)cc1
  A = -1.0 | B = 3 | C = 0 | D = 12 | E = 12 | F = 2 | G = .
SMILES: O=C(Cn1c(NCCCCl)nc2ccccc21)c1ccccc1
  A = -0.8 | B = 7 | C = -6 | D = 12 | E = -10 | F = 5 | G = .
SMILES: O=C(N[C@H]1CC[C@@H](CCn2cc(C3(O)CCCC3)nn2)O[C@@H]1CO)C1CCOCC1
  A = 0.2 | B = -2 | C = 26 | D = -10 | E = -4 | F = 5 | G = -2
SMILES: O=C(Cc1n[nH]c(=O)c2ccccc12)N1CCN(c2ccc(F)cc2)CC1
  A = 0.5 | B = 2 | C = 5 | D = -10 | E = . | F = . | G = .
SMILES: CN1C(=O)c2cc(NC(=O)c3ccccc3)ccc2OC[C@H]2O[C@@H](CC(=O)NC3CCCC3)CC[C@@H]21
  A = 0.2 | B = 1 | C = 1 | D = -13 | E = 25 | F = -1 | G = 0
SMILES: COc1cc(C2CC(=O)N(c3ccc(C)cc3)C(=O)C2)cc(OC)c1OC
  A = . | B = 3 | C = -5 | D = 4 | E = . | F = . | G = -1
SMILES: CCc1ccccc1NC(=O)C1CCCN(S(=O)(=O)c2ccc3c(c2)CC(C)N3C(C)=O)C1 (stereo not given)
  A = 0.0 | B = 2 | C = -1 | D = -3 | E = 1 | F = -5 | G = 3
SMILES: CCOC(=O)[C@H]1[C@H]2COc3ccc(Cl)cc3[C@@H]2N2C(=O)CN(Cc3ccc(F)cc3)C(=O)[C@@]12C
  A = 0.2 | B = 2 | C = -1 | D = . | E = 1 | F = 0 | G = .
SMILES: Cc1ccc(S(=O)(=O)N2CCCC2C(=O)OCC(=O)Nc2ccc3c(c2)OCO3)cc1 (stereo not given)
  A = -0.7 | B = . | C = . | D = . | E = 12 | F = -3 | G = .
SMILES: Cn1c(Cn2c(=O)sc3ccccc32)nnc1SCC(=O)NCc1ccco1
  A = . | B = 6 | C = 7 | D = 1 | E = -9 | F = 0 | G = .
SMILES: COc1ccc(S(=O)(=O)N(C)C[C@@H]2Oc3cc(C#CC4CC4)ccc3S(=O)(=O)N([C@@H](C)CO)C[C@@H]2C)cc1
  A = 0.1 | B = 1 | C = 31 | D = -3 | E = -13 | F = 3 | G = 11
SMILES: O=C(O)c1ccccc1C(=O)Nc1cc(-c2ccccc2)[nH]n1
  A = -0.1 | B = 4 | C = 8 | D = ? | E = -1 | F = -5 | G = 8
SMILES: COCCN(CC(=O)NCC1CCCO1)C(=O)CCC(=O)Nc1ccccn1 (stereo not given)
  A = . | B = -7 | C = 4 | D = -2 | E = . | F = . | G = 7
SMILES: CN(Cc1c(F)cccc1Cl)C(=O)c1cnc2ccccc2n1
  A = 0.0 | B = -5 | C = 29 | D = -2 | E = 3 | F = 3 | G = 4
SMILES: COCCNC(=O)c1cc(-c2ccncc2)nc2ccc(S(=O)(=O)N3CCOCC3)cc12
  A = . | B = 5 | C = 2 | D = -3 | E = . | F = . | G = 0
SMILES: COc1ccc(NC(=O)N[C@@H]2CC[C@H](CCNS(=O)(=O)c3ccccc3F)O[C@@H]2CO)cc1
  A = -0.2 | B = 9 | C = -10 | D = 6 | E = 4 | F = 4 | G = 0
SMILES: O=C(Nc1ccc2c(c1)OCO2)c1n[nH]c(=O)c2ccccc12
  A = 0.0 | B = 3 | C = -9 | D = 1 | E = . | F = -1 | G = -2
SMILES: Cc1occc1C(=O)N1CCCC(CCC(=O)NCc2ccc(F)c(F)c2)C1 (stereo not given)
  A = . | B = 4 | C = -25 | D = -2 | E = 5 | F = 2 | G = 0
SMILES: COCCNC(=O)C1(C)CCCN(Cc2noc(-c3ccccc3OC)n2)C1 (stereo not given)
  A = -0.2 | B = -1 | C = 1 | D = 10 | E = -1 | F = 0 | G = -7
SMILES: CCCCC1(C(=O)OC)NC(c2ccc(O)cc2)C2C(=O)N(c3ccccc3)C(=O)C21 (stereo not given)
  A = 0.0 | B = -2 | C = -2 | D = -5 | E = 8 | F = 2 | G = -9
